Bioassay records deposited in PubChem BioAssay by several laboratories.
HCV NS3 hel inh: inhibitors of HCV NS3 helicase, primary screen, biochemical, Cy5 molecular beacon fluorescence. Hepatitis C virus NS3 helicase. NS3 helicase DNA unwinding. inhibition, % at 10.9 µM. actives 0.56% (n = 290,000). AID 1800, 2009;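 active = inhibition above the mean of all tested compounds plus 3 SD, set per campaign, cut at about 35% in these data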;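 also: 0% = DMSO wells and 100% = thioflavine S control wells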
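assay system = NS3 helicase fragment of HCV | buffer or medium = MOPS pH 6.5, MgCl2, DTT, Tween20, BSA | timing = 60 min unwinding reaction at 25 °C after ATP addition | signal = Cy5 beacon fluorescence read at start and 1 h | read-out basis = % inhibition of unwinding | control set = low DMSO, high thioflavine S at 110 µM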
pCIP destab: p/CIP-EGFP fusion destabilizers, primary screen, fluorescence, F442A cells; Q05BA5; 16 h; decrease of EGFP signal, % at 10 µM; actives 0.01% (n = 290,000);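 active = EGFP signal decrease of at least 30% at 10 µM or well 3 SD below plate mean, unless failing retest; inactive = the rest, including hits failing retest or dose response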; also: some compounds called inactive have numbers as strong as hits; many of its hits are not listed in these tables
Target sequence (Q05BA5 1-1403): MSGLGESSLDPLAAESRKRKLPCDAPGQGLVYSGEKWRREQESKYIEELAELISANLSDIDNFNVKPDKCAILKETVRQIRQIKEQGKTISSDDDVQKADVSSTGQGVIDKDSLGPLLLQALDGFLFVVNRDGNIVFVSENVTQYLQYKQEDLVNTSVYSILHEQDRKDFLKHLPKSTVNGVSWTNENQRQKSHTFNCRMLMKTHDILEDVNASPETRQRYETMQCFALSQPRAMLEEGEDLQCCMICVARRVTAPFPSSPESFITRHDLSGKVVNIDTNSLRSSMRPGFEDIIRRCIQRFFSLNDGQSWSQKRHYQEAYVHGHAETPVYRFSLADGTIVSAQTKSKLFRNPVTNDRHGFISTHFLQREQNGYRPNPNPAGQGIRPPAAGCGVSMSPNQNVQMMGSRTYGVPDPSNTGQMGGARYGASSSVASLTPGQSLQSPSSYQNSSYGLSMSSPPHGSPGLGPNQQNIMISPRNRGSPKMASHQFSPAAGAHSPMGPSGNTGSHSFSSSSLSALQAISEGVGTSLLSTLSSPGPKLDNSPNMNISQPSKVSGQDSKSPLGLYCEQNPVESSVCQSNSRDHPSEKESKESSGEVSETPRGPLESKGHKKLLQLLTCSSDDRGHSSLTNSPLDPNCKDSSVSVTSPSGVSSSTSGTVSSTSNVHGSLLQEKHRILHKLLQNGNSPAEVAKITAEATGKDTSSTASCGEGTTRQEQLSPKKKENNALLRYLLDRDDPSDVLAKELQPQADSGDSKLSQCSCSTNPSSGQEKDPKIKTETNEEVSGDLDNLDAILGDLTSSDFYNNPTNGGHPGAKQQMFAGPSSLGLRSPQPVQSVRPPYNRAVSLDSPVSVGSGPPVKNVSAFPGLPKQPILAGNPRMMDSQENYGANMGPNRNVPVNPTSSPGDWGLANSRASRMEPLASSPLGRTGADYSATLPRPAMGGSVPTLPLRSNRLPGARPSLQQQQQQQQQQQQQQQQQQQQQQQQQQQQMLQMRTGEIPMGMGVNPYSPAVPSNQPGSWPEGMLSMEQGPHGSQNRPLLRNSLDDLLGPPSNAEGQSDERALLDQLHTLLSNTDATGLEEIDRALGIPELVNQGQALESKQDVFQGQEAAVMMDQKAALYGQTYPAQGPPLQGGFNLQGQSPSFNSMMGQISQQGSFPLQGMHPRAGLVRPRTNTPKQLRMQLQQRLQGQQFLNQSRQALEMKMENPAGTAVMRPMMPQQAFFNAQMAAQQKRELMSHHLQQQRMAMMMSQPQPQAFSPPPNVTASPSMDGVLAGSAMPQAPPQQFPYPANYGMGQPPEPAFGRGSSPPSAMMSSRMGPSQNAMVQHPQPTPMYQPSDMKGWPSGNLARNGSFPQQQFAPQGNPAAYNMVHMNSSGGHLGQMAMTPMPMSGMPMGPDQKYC
SUMO HTRF inh: inhibitors of in vitro SUMOylation cascade, primary screen, biochemical, HTRF, uHTS. AID 2006, 2009. HTRF SUMOylation assay, SAE1/SAE2 + UBC9. inhibition, % at 35 µM. actives 0.36% (n = 290,000); in the data active = inhibition above about 50%, passing the limit was not always enough; also: strong numbers were not always called active
IMP-1 inhibitor: IMP-1 metallo-beta-lactamase inhibitors, primary screen, biochemical, epi-absorbance readout, Pseudomonas aeruginosa enzyme; actives 0.45% (n = 290,000); AID 1556, 2009; inhibition, % at 5.6 µM; metallo-beta-lactamase IMP-1 (Pseudomonas aeruginosa); purified IMP-1, nitrocefin hydrolysis, epi-absorbance fluorescence;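 active = inhibition above the mean plus 3 SD of all compounds in the same screening run, cut at about 4.5% in these data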;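 also: 0% = IMP-1 with DMSO and 100% = DMSO wells lacking enzyme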
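System: purified IMP-1; amount: IMP-1 0.2 nM before substrate addition; compound: single dose, 5.6 µM; times: 25 °C, 15 min preincubation, 25 min reaction; signal: Epi-absorbance via hydrolysed-nitrocefin quenching of white-plate fluorescence, 480/530 nm, EDTA stop; benchmarks: DMSO with and without IMP-1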
DNA FID counter: compounds displacing fluorescent DNA intercalator, primary screen, artefact control for HCV NS3 helicase inhibitor project, biochemical, FID fluorescence. inhibition, % at 7.9 µM. DNA fluorescent intercalator displacement. actives 0.17% (n = 290,000); in the data active = inhibition above about 37%;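 also: 0% = vehicle and 100% = reference compound; higher means more ethidium bromide displaced from hairpin DNA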
MEKK3 PB1 HTS: modulators of MEKK3-MEK5 PB1 binding, primary screen, biochemical, wildtype MEKK3, multiplex bead flow cytometry, Alexa488-MEK5 | bead-based flow cytometry, Alexa488-MEK5 binding to MEKK3; actives lie on both sides; 0 = blocked by unlabeled MEK5, 100 = vehicle | actives 1.4% (n = 290,000) | AID 1529, 2009 | binding response (% of control), % at 10 µM | Mitogen-activated protein kinase kinase kinase 3 (Homo sapiens), Q99759;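 active = binding response more than 3 SD above or below the average of its plate-row segment, actives on both sides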;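 also: Alexa488 bead fluorescence after subtracting the streptavidin-only scavenger bead signal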
PHOSPHO1 block: PubChem AID 1565; inhibition, % at 13.3 µM; actives 1.1% (n = 290,000); recombinant PHOSPHO1, absorbance phosphatase assay; in the data active = inhibition above about 60%
VIM-2 inh: VIM-2 metallo-beta-lactamase inhibitors, primary screen, biochemical, epi-absorbance readout, Pseudomonas aeruginosa enzyme; inhibition, % at 5.6 µM; purified VIM-2, nitrocefin hydrolysis, epi-absorbance fluorescence; actives 0.89% (n = 290,000);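 active = inhibition above the mean of all tested compounds plus 3 SD, cutoff set per screening run, cut at about 7.5% in these data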;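 also: red hydrolysis product quenches plate fluorescence so inhibitors raise well fluorescence; 0% = enzyme with DMSO and 100% = DMSO without enzyme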
IDE cell activ: human IDE activators in live cells, primary screen, fluorescence polarization, HEK cells, FAbeta-B substrate | Insulin-degrading enzyme (Homo sapiens), P14735 | AID 493087, 2011 | activation, % at 5.96 µM | actives 0.073% (n = 340,000) | FAbeta-B cleavage; 0% vehicle, 100% cell-free pure enzyme wells;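 active = activation above the mean of all tested compounds plus 3 SD, set per screening campaign, cut at about 17% in these data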
Numbers without * were called inactive; · = no result given. Some of the compounds tested (hit frequency here may not be typical).

SMILES	HCV NS3 hel inh	pCIP destab	SUMO HTRF inh	IMP-1 inhibitor	DNA FID counter	MEKK3 PB1 HTS	PHOSPHO1 block	VIM-2 inh	IDE cell activ
CCOc1nc2cnccc2n(CC(=O)Nc2cccc(C)c2C)c1=O	-2	13	0	-4.7	-5	102	28	-7.5	-1
OC(COc1c(F)cc(Br)cc1F)CN1CCOCC1 (stereo unspecified)	-7	-9	-7	-1.5	0	101	49	0.2	1
COC(=O)c1cc(C(=O)Nc2cc(C)ccn2)cc([N+](=O)[O-])c1	4	-8	19	-0.5	9	100	37	-1.8	4
CC(=O)/C=C(\C)N=Nc1c(O)[nH]c2ccccc12	1	-6	-3	-2.3	-12	95	20	1.8	8
CC(=O)c1ccc(OCC(C)C)c(CC(C(N)=O)C(N)=O)c1	-6	-1	10	-3.8	-4	102	1	-1.9	0
Cc1[nH][nH]c(=O)c1N=Nc1ccccc1Cl	8	12	4	-3.9	1	100	-2	3.0	-5
COc1ccc(C(=O)NC(=S)NNC(=O)c2cnccn2)cc1	-6	1	-27	-2.7	-2	114	-6	-2.5	2
CC(C)(C)NC(=O)/C(=C/c1ccccc1F)NC(=O)c1ccc([N+](=O)[O-])cc1	4	-7	6	-4.1	-2	100	46	-5.5	4
COc1ccc(C(=O)Nc2cc(Cl)ccc2Cl)c(OC)n1	4	-9	16	0.0	0	102	-23	-0.4	4
CC(=O)N1N=C(c2c(-c3ccccc3)c3cc(Br)ccc3[nH]c2=O)CC1c1ccco1 (stereo unspecified)	25	-4	19	-1.4	-33	99	28	-1.9	0
Cc1c(CNC(=O)c2c([N+](=O)[O-])cnn2C)cnn1C	-1	2	14	-2.3	0	100	38	-2.5	3
COc1ccc(CCNC(=O)Cc2ccc([N+](=O)[O-])cc2)cc1OC	3	2	2	-3.4	0	103	-1	-3.1	1
O=C1NCC(O)=C1C=NCCO	-3	13	3	-1.6	1	112	-7	-1.7	3
CN1CC[n+]2cnc3ccccc3c21	6	18	-1	-0.9	3	101	10	-0.7	4
COc1ccc(S(=O)(=O)N2CCN(c3cc(-c4ccccc4)nc4ncnn34)CC2)cc1	-2	-4	-64	-0.8	-2	96	26	-1.2	6
COC(=O)Cn1c(CN2CCOCC2)nc2c1c(=O)[nH]c(=O)n2C	2	-2	-5	-3.1	3	110	19	-1.8	9
COc1cc(NC(=O)c2ccc(C(C)(C)C)cc2)c(OC)cc1NC(=O)CN1CCCCC1	-5	-5	-9	-2.4	5	97	9	-2.5	1
CC1CCc2c(sc3nc(CSc4ncn[nH]4)[nH]c(=O)c23)C1 (stereo unspecified)	11	-17	1	-3.4	-6	105	-4	-2.4	-2
CCn1c(C)c(C)c2cc(C(=O)N3CCN(c4cccc(C)c4C)CC3)ccc21	3	9	-10	-3.4	-37	100	24	0.1	0
CN(CCc1ccccn1)C(=O)Nc1cccc(Cl)c1	-7	0	-1	-1.8	-2	94	-6	-1.9	6
Cc1cc(C)cc(NC(=O)COC(=O)CCCNC(=O)c2ccc(Cl)cc2)c1	9	0	-8	2.1	-20	98	6	1.7	-5
CN1OC(COC(=O)c2ccccc2)CC1c1ccccc1 (stereo unspecified)	-4	1	22	-1.7	-14	103	18	-2.4	-1
Cc1ccc(C2=NC3(CCCCC3)NC2=S)cc1	-1	1	0	-2.7	-1	97	1	-2.4	2
O=C(CCc1ccccc1)NNC(=O)c1ccc(NC(=O)c2ccccc2)cc1	7	11	31	-2.5	-6	100	-9	-2.4	6
COc1ccc(/C(O)=C/C(=O)C(=O)NNC(=O)C(O)(c2ccccc2)c2ccccc2)cc1	34	-8	-8	0.1	-28	106	18	-3.0	7
Cc1cccc(CN2C(=O)CCSc3ccc(Cl)cc32)c1	-4	-20	0	-1.7	-21	103	-10	0.4	-1
CCOC(=O)c1cc(C)sc1N1C(=O)C2C3C=CC(C3)C2C1=O (stereo unspecified)	6	-5	7	3.9	-4	98	26	0.7	6
Cc1cc(N2CCCCC2C)nc(-c2ccccc2O)n1 (stereo unspecified)	-10	-5	17	-2.9	-9	101	11	0.8	2
CCCNC(=O)C1(O)c2cc(Br)ccc2NC(=O)N1c1ccc(Cl)cc1 (stereo unspecified)	20	-18	17	-0.2	-17	108	28	-2.7	2
CCCn1c(Nc2ccccc2)nc2ccccc21	3	6	1	-3.5	0	105	0	-3.1	1
Oc1ccc(CNCC2COc3ccccc3O2)cc1 (stereo unspecified)	-10	-12	36	-0.8	7	102	16	-1.1	3
COCCCNC(=O)CC(C)c1ccccc1 (stereo unspecified)	-51	-8	0	-2.2	-4	103	-8	-5.6	3
CN1CCc2nc(SCC(=O)Nc3cccc(F)c3)c(C#N)c(-c3cccs3)c2C1	-24	-11	-5	-0.3	14	100	36	0.3	-4
O=C1N=C(N2CCCC2)S/C1=C\c1cccc(Br)c1	-1	4	4	0.6	-15	101	-45	-0.9	8
COc1ccc(NC(=O)C2CC(=O)N(CCc3ccc(Cl)cc3)C2)cc1 (stereo unspecified)	-10	2	8	-3.3	-36	100	5	-2.4	2
O=C(Cc1ccccc1)NCCSC1CCCCC1	-6	-13	15	-2.3	-12	102	34	-2.1	3
CCN(c1cccc(C)c1)S(=O)(=O)c1csc(C(N)=O)c1	-2	6	-4	-1.8	-8	104	38	-3.4	-4
Cc1ccc(-c2nn3nnnc3c3ccccc23)cc1	-3	-12	9	-1.1	2	93	1	0.8	4
CN(C)c1nc(OCCNC(=O)COc2ccc(Cl)cc2Cl)nc(N(C)C)n1	3	12	-4	-1.1	-15	99	0	-2.6	2
COc1ccccc1NS(=O)(=O)c1ccc(O)cc1	-1	-1	13	-0.2	2	112	4	-3.6	-5

Part of the list above in order of length of the SMILES, rising:
SMILES	HCV NS3 hel inh	pCIP destab	SUMO HTRF inh	IMP-1 inhibitor	DNA FID counter	MEKK3 PB1 HTS	PHOSPHO1 block	VIM-2 inh	IDE cell activ
COC(=O)Cn1c(CN2CCOCC2)nc2c1c(=O)[nH]c(=O)n2C	2	-2	-5	-3.1	3	110	19	-1.8	9
CCn1c(C)c(C)c2cc(C(=O)N3CCN(c4cccc(C)c4C)CC3)ccc21	3	9	-10	-3.4	-37	100	24	0.1	0
COc1ccc(S(=O)(=O)N2CCN(c3cc(-c4ccccc4)nc4ncnn34)CC2)cc1	-2	-4	-64	-0.8	-2	96	26	-1.2	6

Next part.
SMILES	HCV NS3 hel inh	pCIP destab	SUMO HTRF inh	IMP-1 inhibitor	DNA FID counter	MEKK3 PB1 HTS	PHOSPHO1 block	VIM-2 inh	IDE cell activ
CCCCCCSc1nnc(-c2cnn(-c3ccccc3)c2-n2cccc2)n1C	-1	5	1	-3.4	-25	106	12	-3.3	0
O=C(Nc1ccc(Oc2cccnc2)cc1)c1ccccc1Cl	-2	2	13	-3.8	-7	99	-15	-4.2	3
COc1ccc(C2c3ccc(O)cc3Oc3ncn4nc(-c5ccco5)nc4c32)cc1OC (stereo unspecified)	27	0	12	-3.3	-19	100	24	-3.2	8
COc1ccc(CCNC(=O)COc2ccc(S(=O)(=O)NC3CCCCC3)cc2Cl)cc1OC	-8	-10	-2	-1.3	-45	101	2	-1.0	4
COc1ccccc1C1C(C#N)=C(N)N(c2cccnc2)C2=C1C(=O)CC(C)(C)C2 (stereo unspecified)	-6	-1	19	-1.3	-12	115	10	-0.3	-5
O=C(NCCN1CCOCC1)Nc1ccc(F)cc1	-12	-12	4	-1.0	4	99	45	0.5	3
CCOCCCNS(=O)(=O)c1cc(Br)cc2c1N(C(=O)C1CC1)CC2	-2	-20	-4	-1.0	-19	102	-41	-1.2	2
COc1ccc(CCNC(=O)c2cc(=O)[nH]c3ccccc23)cc1	2	-6	6	-4.2	-11	96	-17	-2.0	5

Reformatted: results already given.
Each structure is followed by: HCV NS3 hel inh	pCIP destab	SUMO HTRF inh	IMP-1 inhibitor	DNA FID counter	MEKK3 PB1 HTS	PHOSPHO1 block	VIM-2 inh	IDE cell activ
CN(C)c1nc(OCCNC(=O)COc2ccc(Cl)cc2Cl)nc(N(C)C)n1
→ 3	12	-4	-1.1	-15	99	0	-2.6	2
COc1ccccc1NS(=O)(=O)c1ccc(O)cc1
→ -1	-1	13	-0.2	2	112	4	-3.6	-5
CCCCCCSc1nnc(-c2cnn(-c3ccccc3)c2-n2cccc2)n1C
→ -1	5	1	-3.4	-25	106	12	-3.3	0
O=C(Nc1ccc(Oc2cccnc2)cc1)c1ccccc1Cl
→ -2	2	13	-3.8	-7	99	-15	-4.2	3
COc1ccc(C2c3ccc(O)cc3Oc3ncn4nc(-c5ccco5)nc4c32)cc1OC (stereo unspecified)
→ 27	0	12	-3.3	-19	100	24	-3.2	8
COc1ccc(CCNC(=O)COc2ccc(S(=O)(=O)NC3CCCCC3)cc2Cl)cc1OC
→ -8	-10	-2	-1.3	-45	101	2	-1.0	4
COc1ccccc1C1C(C#N)=C(N)N(c2cccnc2)C2=C1C(=O)CC(C)(C)C2 (stereo unspecified)
→ -6	-1	19	-1.3	-12	115	10	-0.3	-5
O=C(NCCN1CCOCC1)Nc1ccc(F)cc1
→ -12	-12	4	-1.0	4	99	45	0.5	3
CCOCCCNS(=O)(=O)c1cc(Br)cc2c1N(C(=O)C1CC1)CC2
→ -2	-20	-4	-1.0	-19	102	-41	-1.2	2
COc1ccc(CCNC(=O)c2cc(=O)[nH]c3ccccc23)cc1
→ 2	-6	6	-4.2	-11	96	-17	-2.0	5

Continued:
SMILES	HCV NS3 hel inh	pCIP destab	SUMO HTRF inh	IMP-1 inhibitor	DNA FID counter	MEKK3 PB1 HTS	PHOSPHO1 block	VIM-2 inh	IDE cell activ
CCCCCC(=O)Nc1cccc(C2=NOC3(C2)C[C@H](C(N)=O)N(C(=O)CCCCC)C3)c1 (stereo partly specified)	·	-5	2	·	·	97	18	·	0
COc1ccc(N2C(=O)C3CCCN3C2c2cccc(C)c2)cc1 (stereo unspecified)	8	-8	14	-1.6	-2	97	-9	-5.1	7
Cc1cc2nc3c(=O)n(Cc4ccccc4)c(=O)[nH]c3nc2cc1N	-2	-33	51*	9.3*	7	94	0	13*	·
CCOC(=O)C(NS(=O)(=O)c1ccc(C)cc1)(C(F)(F)F)P(=O)(OCC(C)C)OCC(C)C (stereo unspecified)	-11	-6	3	-2.8	-12	140*	0	-1.8	3
COC(=O)c1ccc(/C=N\NC(=O)c2ccc(C)cc2Cl)cc1	-1	-8	11	-3.0	-10	101	-46	-2.7	-3
Cn1c(CNC(=O)c2ccc(Cl)cc2)nnc1SCC(=O)N1CCOCC1	-6	-7	16	-1.0	-6	99	36	-2.2	0
CCc1nn(-c2ccccc2)c2c1-c1cc(OC)c(OC)cc1C1(N2)C(=O)Nc2ccccc21 (stereo unspecified)	2	-9	-12	1.0	-13	·	13	-1.6	8
COC(=O)CN=Cc1c(C)[nH]n(-c2ccccc2)c1=O	-2	1	21	-4.1	-1	121	20	-3.4	-1
